GLP1R ag: agonists of human GLP-1 receptor | 0.007% of 380,000 active | Potency, µM (highest dose often 45.6 µM), without a hit: top-dose activation, actives largely listed as activators | HEK293 GLP-1R CRE-luciferase, luminescence, 4-6 h; cells express a hypersensitive GLP-1R form | AID 624172 | P43220; also: potency is read from the fitted curve at half-maximal effect; % of control where 0% means no effect
Target sequence (P43220 whole entry, looked up): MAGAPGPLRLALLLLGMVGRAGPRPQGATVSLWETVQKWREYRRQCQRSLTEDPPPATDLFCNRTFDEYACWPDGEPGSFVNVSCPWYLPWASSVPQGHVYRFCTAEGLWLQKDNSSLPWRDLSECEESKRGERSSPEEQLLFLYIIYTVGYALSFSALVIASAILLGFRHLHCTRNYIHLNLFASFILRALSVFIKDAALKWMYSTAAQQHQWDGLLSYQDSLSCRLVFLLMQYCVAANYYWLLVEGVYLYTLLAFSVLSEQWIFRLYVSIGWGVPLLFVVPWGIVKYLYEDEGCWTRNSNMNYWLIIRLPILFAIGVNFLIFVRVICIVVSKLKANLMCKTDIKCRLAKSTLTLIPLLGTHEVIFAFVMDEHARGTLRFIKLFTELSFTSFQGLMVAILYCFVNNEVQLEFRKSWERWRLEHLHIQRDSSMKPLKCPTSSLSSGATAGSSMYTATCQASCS
GLP-1R inv ag: acts as inverse agonist at human GLP-1 receptor. P43220. HEK293 GLP-1R CRE-luciferase, luminescence, 24 h; GLP-1R form is constitutively active. Potency, µM (highest dose often 38.3 µM), without a hit: at the top dose activity change, negative = inhibition, most hits filed as inhibitors. 1.6% of 410,000 active. AID 624417; also: potency is read from the fitted curve at half-maximal effect; % is scaled to controls: 0 for no effect and ±100 for the full control effect; nearly all actives have a fitted effect of over 55% in size
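qHTS in 1536-well format: reporter HEK293 cells expressing constitutive GLP-1R activity in DMEM + 10% Nu serum, 24 hr with compounds at 37 deg C, luminescence read after 12 min with detection reagent.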
PTHR1 ag: PTHR1 (human) receptor agonism; Q03431; AID 743266; Potency, µM (series often up to 115 µM), for inactives: at the top dose activation, hits mostly activators; HEK293 GP2 PTHR1 cells, GloSensor cAMP luminescence, 1 h; 0.075% of 410,000 active; also: potency is read from the fitted curve at half-maximal effect; nearly all actives have a fitted effect of over 55% in size; some results filed as inactive show a strong effect at the top dose; inactives centre near -15; many of its hits are not listed in these tables
Target sequence (Q03431 whole entry, looked up): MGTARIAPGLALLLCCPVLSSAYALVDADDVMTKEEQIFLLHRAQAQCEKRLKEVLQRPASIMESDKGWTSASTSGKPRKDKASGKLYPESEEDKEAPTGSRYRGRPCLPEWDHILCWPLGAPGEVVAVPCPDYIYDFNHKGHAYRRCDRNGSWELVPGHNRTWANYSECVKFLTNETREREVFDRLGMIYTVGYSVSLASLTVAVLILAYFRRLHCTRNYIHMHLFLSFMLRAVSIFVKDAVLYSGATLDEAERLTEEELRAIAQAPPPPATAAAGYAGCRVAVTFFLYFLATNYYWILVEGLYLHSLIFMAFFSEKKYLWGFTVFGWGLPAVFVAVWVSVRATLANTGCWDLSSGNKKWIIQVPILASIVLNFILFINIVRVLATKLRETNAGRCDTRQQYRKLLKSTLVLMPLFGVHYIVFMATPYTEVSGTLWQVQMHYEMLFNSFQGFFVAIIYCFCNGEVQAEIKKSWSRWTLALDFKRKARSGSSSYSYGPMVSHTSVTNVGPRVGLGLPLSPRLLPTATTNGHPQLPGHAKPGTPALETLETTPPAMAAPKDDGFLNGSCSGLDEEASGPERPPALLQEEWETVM
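HEK-293-derived GP2 cells expressing PTHR1 and a GloSensor cAMP reporter, 3,000/well, plated overnight, given luciferin plus IBMX (each 0.5 mM as added) for 1 h at 37 °C, then compound for 1 h at 37 °C. Luminescence was read after 15 min at room temperature.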
EPAC1 agonist: activates human EPAC1 exchange factor; O95398; EPAC1 agonist qHTS, biochemical assay; response scale: 100% = response to 6.5 mM cAMP; Potency, µM (doses to about 154 µM), for inactives: top-dose activation, most hits filed as activators; 0.073% of 360,000 active; AID 720707; also: potency is read from the fitted curve at half-maximal effect; nearly all actives have a fitted effect of over 60% in size
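Normalized to 6.5 mM cAMP, activity reflects EPAC1-catalysed release of BODIPY-GDP from Rap1B, followed kinetically over 30 min at 480 nm excitation, 540 nm emission. Reaction contained 100 nM EPAC1, 250 nM Rap1B-BODIPY-GDP, 50 uM GDP.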
PI5P4K alpha inh: PI5P4K alpha (human) kinase inhibition | P48426 | PI5P4Kalpha enzyme, ADP-Glo luminescence, 60 min; hits give low values | max response, % | 1.2% of 330,000 active; active = max response of -50% or lower; inconclusive = between -30% and -50%; inactive = -30% or higher; also: value at the top dose of about 77 µM; % is scaled to controls: 0 for no effect and ±100 for the full control effect
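Compounds were pin-transferred onto PI5P4Kalpha and substrate in HEPES pH 7.4 buffer with EGTA, CHAPS and 5% DMSO. ATP (5 microM final) started the reaction, which ran 60 minutes at room temperature before ADP-Glo detection.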
EPAC1 antag: blocks human EPAC1 exchange factor. O95398. EPAC1 GEF assay, Rap1b-BODIPY-GDP exchange fluorescence. Potency, µM (top dose mostly 115 µM), for the others: at the highest dose activity change, negative = inhibition, most hits filed as inhibitors. 0.14% of 360,000 active. AID 720709;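 also: potency is read from the fitted curve at half-maximal effect; plate controls were vehicle for no effect and positive control for full effect; nearly all actives have a fitted effect of over 50% in size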
GLP1R cytotox: cytotoxic in the GLP-1 receptor inverse agonist counter-screen | HEK293 cAMP-luciferase reporter cells, luminescence, 24 h | Potency, µM (top dose mostly 38.3 µM), for inactives: top-dose activity change, negative = inhibition, most hits filed as inhibitors | 0.13% of 410,000 active | AID 624418;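 also: loss of luciferase light is scored as toxicity; potency is read from the fitted curve at half-maximal effect; % is scaled to controls: 0 for no effect and ±100 for the full control effect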
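Cells in DMEM/10% Nu serum/1% pen-strep, 1536-well format. Pre-incubated 12 h, dosed with 23 nL compound, incubated a further 24 h. Luciferase detection, 12 min at room temp, luminescence.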
IL-2 act: activates IL-2 in a cell-based reporter assay; activation, % (series mostly up to about 46 µM); 0.065% of 360,000 active; IL-2 activation reporter assay, cell-based qHTS; stimulated with anti-CD3/CD4/CD28 beads; in transgenic mouse T cells; in the data active = activation above about 50%; inconclusive = mostly about 30% to 49%; also: 0% is about no effect
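First, unstimulated transgenic mouse T cells were exposed to compound for 60 min. Next, anti-CD3/anti-CD4-coated beads with anti-CD28 were added. Finally, after 18 h at 37 degrees C, EGFP and DsRed were imaged.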
PLK1 PBD block: inhibitors of human PLK1 polo-box domain binding; AID 720504; 2.8% of 360,000 active; Plk1 PBD binding of FITC phosphopeptide, fluorescence polarization; Potency, µM, for the others: max response, negative = inhibition, usual class: inhibitors; P53350; also: potency is read from the fitted curve at half-maximal effect; series mostly up to about 57 µM; % is scaled to controls: 0 for no effect and ±100 for the full control effect; nearly all actives have a fitted effect of over 65% in size
An asterisk follows results filed as active; [ ] = remark or other dose. Unless noted, calls follow the shape of the dose curve; as a rule, active = well fitted curve in the direction sought with a large enough effect; inconclusive = small, poorly fitted or top-dose-only effect, or another doubt; inactive = no such curve, though single readings can be large; an effect the other way counts as inactive or inconclusive. Not all compounds are listed. The share of hits here may be higher or lower than overall.

Screening Cc1ccc(NC(=O)c2ccc(OCC3CCCO3)cc2)nc1 (stereo not given) returned GLP1R ag -17%, GLP-1R inv ag inconclusive, PTHR1 ag -33%[inhibitor], EPAC1 agonist -5%, PI5P4K alpha inh 1, EPAC1 antag 9%, GLP1R cytotox -5%, IL-2 act -2.8 and PLK1 PBD block -6%.
`COc1ccc(-c2sc3cc4c(cc3c2C#CCO)OCO4)cc1` gave GLP1R ag 13%, GLP-1R inv ag 6%, PTHR1 ag -95%[inhibitor], EPAC1 agonist -4%, PI5P4K alpha inh -3, EPAC1 antag 3%, GLP1R cytotox 6%, IL-2 act 1.8 and PLK1 PBD block -2%.
For CC1=C(C(=O)N(C)C)CC(CC(=O)NCc2cccs2)C(=O)N1Cc1ccc(C(C)(C)C)cc1 (stereo not given) the results were GLP1R ag -2%, GLP-1R inv ag -1%, PTHR1 ag inactive, EPAC1 agonist 2%, PI5P4K alpha inh 1, EPAC1 antag 4%, GLP1R cytotox 4%, IL-2 act -0.6 and PLK1 PBD block -4%.
For CCOc1ccc(OCCC(=O)OCC(=O)N2CCN(S(=O)(=O)c3ccc(Cl)cc3)CC2)cc1 the results were GLP1R ag -9%, GLP-1R inv ag inconclusive, PTHR1 ag -35%[inhibitor], EPAC1 agonist 8%, PI5P4K alpha inh inconclusive, EPAC1 antag inconclusive, GLP1R cytotox inconclusive, IL-2 act -6.1 and PLK1 PBD block -19%.
O=C(NCc1cccnc1)c1cc(S(=O)(=O)N2CCCCC2)ccc1Cl was read as GLP1R ag 1%, GLP-1R inv ag -3%, PTHR1 ag -24%, EPAC1 agonist 3%, PI5P4K alpha inh 3, EPAC1 antag 3%, GLP1R cytotox -7%, IL-2 act -3.1 and PLK1 PBD block -9%.
Screening CCOc1ccc(C2N(c3cc(Cl)ccc3OC)C(=O)C3CCCN32)cc1OC (stereo not given) returned GLP1R ag 5%, GLP-1R inv ag 13%, PTHR1 ag -3%, EPAC1 agonist 4%, PI5P4K alpha inh 1, EPAC1 antag -11%, GLP1R cytotox 1%, IL-2 act 0.9 and PLK1 PBD block -12%.
CC(=O)C1=C(C)NC(=O)CC1c1ccccc1Cl (stereo not given) was read as GLP1R ag 8%, GLP-1R inv ag 5%, PTHR1 ag 19%, EPAC1 agonist -7%, PI5P4K alpha inh 3, EPAC1 antag -6%, GLP1R cytotox -2%, IL-2 act 5.3 and PLK1 PBD block -12%.
`Cc1ccc(C)c(N2CCN(C(=O)CCCCCn3c(=S)[nH]c4ccc(N5CCOCC5)cc4c3=O)CC2)c1` gave GLP1R ag -2%, GLP-1R inv ag inconclusive, PTHR1 ag -22%, EPAC1 agonist 1%, PI5P4K alpha inh -2, EPAC1 antag 1%, GLP1R cytotox 4%, IL-2 act -3.2 and PLK1 PBD block -8%.
Cc1cccc(C)c1NC(=S)N(CCN(C)C)C(C)c1cccnc1 (stereo not given) was read as GLP1R ag 1%, GLP-1R inv ag 15%, PTHR1 ag inactive, EPAC1 agonist -3%, PI5P4K alpha inh 4, EPAC1 antag -6%, GLP1R cytotox -3%, IL-2 act -3.4 and PLK1 PBD block -9%.
COc1ccc(C2=Nc3nc(-c4ccccc4)cn3C(c3ccc(OC)cc3)C2)cc1 (stereo not given) was read as GLP1R ag -4%, GLP-1R inv ag -7%, PTHR1 ag -25%, EPAC1 agonist -4%, PI5P4K alpha inh -1, EPAC1 antag -24%, GLP1R cytotox 106%[activator], IL-2 act -1.2 and PLK1 PBD block -7%.
For CS(=O)(=O)N(CC(=O)Nc1ccc2c(c1)OCO2)Cc1ccccc1 the results were GLP1R ag -1%, GLP-1R inv ag 0%, PTHR1 ag -19%[57.5 µM], EPAC1 agonist -3%, EPAC1 antag -6%, GLP1R cytotox 15%, IL-2 act -2.9 and PLK1 PBD block -5%.
Screening COC(=O)c1ccccc1NC(=O)Nc1ccc(Br)cn1 returned GLP1R ag 0%, GLP-1R inv ag -28%, PTHR1 ag -2%, EPAC1 agonist 3%, PI5P4K alpha inh -12, EPAC1 antag 12%, GLP1R cytotox 19%, IL-2 act 2.1 and PLK1 PBD block -9%.

3 structures already listed, arranged by formula weight, rising:
CC(=O)C1=C(C)NC(=O)CC1c1ccccc1Cl (stereo not given) was read as GLP1R ag 8%, GLP-1R inv ag 5%, PTHR1 ag 19%, EPAC1 agonist -7%, PI5P4K alpha inh 3, EPAC1 antag -6%, GLP1R cytotox -2%, IL-2 act 5.3 and PLK1 PBD block -12%.
Cc1cccc(C)c1NC(=S)N(CCN(C)C)C(C)c1cccnc1 (stereo not given) was read as GLP1R ag 1%, GLP-1R inv ag 15%, PTHR1 ag inactive, EPAC1 agonist -3%, PI5P4K alpha inh 4, EPAC1 antag -6%, GLP1R cytotox -3%, IL-2 act -3.4 and PLK1 PBD block -9%.
Screening CCOc1ccc(C2N(c3cc(Cl)ccc3OC)C(=O)C3CCCN32)cc1OC (stereo not given) returned GLP1R ag 5%, GLP-1R inv ag 13%, PTHR1 ag -3%, EPAC1 agonist 4%, PI5P4K alpha inh 1, EPAC1 antag -11%, GLP1R cytotox 1%, IL-2 act 0.9 and PLK1 PBD block -12%.

(more compounds)
For COC(=O)c1[nH]c(C)c(/C(O)=C2\C(=O)C(=O)N(CCCN3CCOCC3)C2c2ccccn2)c1C (stereo not given) the results were GLP1R ag -4%, GLP-1R inv ag 12%, PTHR1 ag 0%[57.5 µM], EPAC1 agonist 2%, PI5P4K alpha inh -2, EPAC1 antag 4%, GLP1R cytotox -13%, IL-2 act -1.3 and PLK1 PBD block -16%.
O=C(CCCC(=O)N(c1ccc2c(c1)OCCO2)C(C(=O)NC1CCCCC1)c1ccc(F)cc1)Nc1ccccn1 (stereo not given) was read as GLP1R ag 3%, GLP-1R inv ag -27%, PTHR1 ag inactive, EPAC1 agonist 8%, EPAC1 antag -12%, GLP1R cytotox -9%, IL-2 act 2.1 and PLK1 PBD block -4%.
`CCOC(=O)C1=CN(Cc2cccc(-c3ccc(F)cc3)c2)S(=O)(=O)N(C)C1C` (stereo not given) gave GLP1R ag 8%, GLP-1R inv ag inconclusive, PTHR1 ag -44%[inhibitor], EPAC1 agonist 8%, PI5P4K alpha inh 8, EPAC1 antag -23%, GLP1R cytotox 35%[activator], IL-2 act -0.8 and PLK1 PBD block -8%.
`N=C1C(c2ccc(Br)cc2)=C(O)C2CCc3ccccc3N12` (stereo not given) gave GLP1R ag -3%, GLP-1R inv ag -24%, PTHR1 ag -25%, EPAC1 agonist 6%, EPAC1 antag 12%, GLP1R cytotox 3%, IL-2 act 1.3 and PLK1 PBD block -1%.
For O=C(NN=C1CCN(Cc2ccccc2)CC1)C(O)c1ccccc1 (stereo not given) the results were GLP1R ag -4%, GLP-1R inv ag 1%, PTHR1 ag 7%, EPAC1 agonist 2%, PI5P4K alpha inh -7, EPAC1 antag -3%, GLP1R cytotox -14%, IL-2 act 2.5 and PLK1 PBD block -20%.
`Cc1nn(-c2ccccc2)c(Cl)c1/C=C(\C#N)C(=O)NC(C)C` gave GLP1R ag -2%, GLP-1R inv ag inconclusive, PTHR1 ag -35%[inhibitor], EPAC1 agonist -6%, PI5P4K alpha inh -4, EPAC1 antag -2%, GLP1R cytotox -37%, IL-2 act 0.9 and PLK1 PBD block -12%.
Screening COc1cc(NC(=O)CCc2ccccc2)c(C(=O)O)cc1OC returned GLP1R ag 9%, GLP-1R inv ag 1%, PTHR1 ag inactive, EPAC1 agonist -2%, PI5P4K alpha inh 6, EPAC1 antag 11%, GLP1R cytotox -20%, IL-2 act -0.2 and PLK1 PBD block -1%.
`COC(=O)c1ccc2nc(-c3ccc(F)cc3)c(Cc3ccccc3)n2c1` gave GLP1R ag 14%, GLP-1R inv ag -30%, PTHR1 ag -62%[inhibitor], EPAC1 agonist -6%, PI5P4K alpha inh 2, EPAC1 antag -15%, GLP1R cytotox -8%, IL-2 act -0.7 and PLK1 PBD block -8%.
For O=C(Nc1cc(Br)c(O)c(Br)c1)c1cccc(NC(=O)c2ccco2)c1 the results were GLP1R ag -6%, GLP-1R inv ag 1%, PTHR1 ag inactive, EPAC1 agonist -3%, PI5P4K alpha inh -30, EPAC1 antag inconclusive, GLP1R cytotox -4%, IL-2 act 0.3 and PLK1 PBD block -17%.
`CC(=O)c1ccc(C(=O)NC2CCCN(Cc3ccccc3F)C2)cc1` (stereo not given) gave GLP1R ag 8%, GLP-1R inv ag 11%, PTHR1 ag inactive, EPAC1 agonist 4%, PI5P4K alpha inh 0, EPAC1 antag 11%, GLP1R cytotox -9%, IL-2 act -0.1 and PLK1 PBD block 1%.
`COc1ccc(Cn2c(CCC(=O)NCCC(C)C)nc3ncccc3c2=O)cc1` gave GLP1R ag 19%, GLP-1R inv ag -9%, PTHR1 ag inactive, EPAC1 agonist 1%, PI5P4K alpha inh -8, EPAC1 antag -20%, GLP1R cytotox -9%, IL-2 act 1.5 and PLK1 PBD block 0%.
Screening O=C(NCCC(F)(F)F)c1cccc2c(-c3ccc(F)c(F)c3)coc12 returned GLP1R ag 11%, GLP-1R inv ag inconclusive, PTHR1 ag -38%[inhibitor], EPAC1 agonist -1%, PI5P4K alpha inh -2, EPAC1 antag -21%, GLP1R cytotox -8%, IL-2 act -0.4 and PLK1 PBD block 7%.
`CCNC(=O)C1(C)CCN(Cc2ccccc2-c2ccccc2)C1` (stereo not given) gave GLP1R ag 1%, GLP-1R inv ag -6%, PTHR1 ag inactive, EPAC1 agonist 4%, PI5P4K alpha inh 3, EPAC1 antag -2%, GLP1R cytotox 3%, IL-2 act 0.2 and PLK1 PBD block -5%.

Bioassay records as filed in PubChem BioAssay.
